Bioassay records as filed in PubChem.
F508del corr – correctors of CFTR F508del function in bronchial epithelial cells; activity (quench increase), % at 7.58 µM; AID 720511; 350,000 tested, 0.36% active; CFBE cells, YFP halide quenching; stimulated with forskolin plus potentiator P3; % fluorescence drop versus neutral controls;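 active = mean added fluorescence quench of at least 8% versus neutral control, with both replicates also reaching 8%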;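 also: cells transiently co-express mutant CFTR-F508del with the halide-sensitive YFP; corrector assay measuring rescue of mutant channel to the surface after 24 h compound exposure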
esBAF inh – SWI/SNF esBAF complex inhibition | mouse ES cells, Bmi1-luciferase knock-in reporter, 24 h; 100% = twice the neutral-well signal | reporter increase, % at 12.5 µM | 350,000 tested, 2% active | AID 602393; in the data active = activation above about 40%;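 also: 0% = median of the plate's neutral control wells and 100% = double that signal; a rise in the Bmi1 reporter signal indicates esBAF inhibition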
Xi reactivation – reactivates the inactive X chromosome in mouse fibroblasts; XiGFP mouse fibroblasts, % GFP-positive cells imaging, 3 d; cells co-treated with 5-aza-dC sensitizer; scaled so ellipticine positive control = 100%; activation, % at 7.58 µM; 360,000 tested, 0.055% active;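 active = mean normalized replicate activation at least 10% and every replicate at or above 10%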;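 also: 0% = median of on-plate neutral control wells and 100% = ellipticine 6 µM median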
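Material: XiGFP fibroblasts, SV40-immortalized; Buffer or medium: DMEM containing 5-aza-dC; Compound dosing: single point; Times: 3 days compound exposure.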
RAD54 inh – inhibitors of human RAD54 branch migration; Q92698; RAD54 Holliday junction branch migration, FAM/BHQ fluorescence; inhibition, % at 10.4 µM; 360,000 tested, 0.14% active; AID 602329;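 active = mean normalized replicate activity at least 40 and at least half of replicates scoring 40 or more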;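 also: 0% = median of neutral control wells and 100% = median of positive control wells; inhibitors cause a drop in the FAM fluorescence signal; in these data hits start at about 50%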
ARNT-TACC3 inh – ARNT/TACC3 interaction disruption. Q9Y6A5. AlphaScreen His-ARNT PAS-B/GST-TACC3 binding, luminescence; TACC3 fragment carries E629A point mutation. inhibition, % at 9.99 µM. 390,000 tested, 0.66% active. AID 623870;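 active = mean inhibition of replicates at least 50% and at least half of replicates each reaching 50%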;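 also: 0% = complete ARNT plus TACC3 wells and 100% = ARNT alone without TACC3; many hits fall short of the cut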
RAD52 inh – RAD52 (human) annealing inhibition; P43351; recombinant RAD52 DNA annealing, FRET fluorescence; inhibition, % at 18.7 µM; 360,000 tested, 0.46% active;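 active = every replicate showing at least 50% inhibition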
INS-1E GSIS act – GLuc luminescence reporter in INS-1E cells, primary screen for activators of glucose-dependent secretion of insulin. INS-1E GLuc reporter insulin secretion, 2-3 h. activation, % at 16.6 µM. 370,000 tested, 0.61% active;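 active = lowest replicate activation of at least 40%, so every replicate reaches that level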;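 also: 0% = median of neutral control wells and 100% = median of IBMX positive control wells; some compounds called inactive have numbers as strong as hits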
ERAP1 inh – inhibitors of human ERAP1 aminopeptidase. Q9NZ08. recombinant ERAP1, Leu-AMC fluorescence, 60 min. inhibition, % at 10.7 µM. 340,000 tested, 0.15% active. AID 652197;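 active = mean replicate inhibition of at least 30%, or all replicates individually reaching that 30% level; inactive = mean below 30% and not every replicate reaching it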;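 also: 0% = neutral control wells and 100% = L-leucinethiol positive control wells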
Target sequence (Q9NZ08 whole entry, looked up): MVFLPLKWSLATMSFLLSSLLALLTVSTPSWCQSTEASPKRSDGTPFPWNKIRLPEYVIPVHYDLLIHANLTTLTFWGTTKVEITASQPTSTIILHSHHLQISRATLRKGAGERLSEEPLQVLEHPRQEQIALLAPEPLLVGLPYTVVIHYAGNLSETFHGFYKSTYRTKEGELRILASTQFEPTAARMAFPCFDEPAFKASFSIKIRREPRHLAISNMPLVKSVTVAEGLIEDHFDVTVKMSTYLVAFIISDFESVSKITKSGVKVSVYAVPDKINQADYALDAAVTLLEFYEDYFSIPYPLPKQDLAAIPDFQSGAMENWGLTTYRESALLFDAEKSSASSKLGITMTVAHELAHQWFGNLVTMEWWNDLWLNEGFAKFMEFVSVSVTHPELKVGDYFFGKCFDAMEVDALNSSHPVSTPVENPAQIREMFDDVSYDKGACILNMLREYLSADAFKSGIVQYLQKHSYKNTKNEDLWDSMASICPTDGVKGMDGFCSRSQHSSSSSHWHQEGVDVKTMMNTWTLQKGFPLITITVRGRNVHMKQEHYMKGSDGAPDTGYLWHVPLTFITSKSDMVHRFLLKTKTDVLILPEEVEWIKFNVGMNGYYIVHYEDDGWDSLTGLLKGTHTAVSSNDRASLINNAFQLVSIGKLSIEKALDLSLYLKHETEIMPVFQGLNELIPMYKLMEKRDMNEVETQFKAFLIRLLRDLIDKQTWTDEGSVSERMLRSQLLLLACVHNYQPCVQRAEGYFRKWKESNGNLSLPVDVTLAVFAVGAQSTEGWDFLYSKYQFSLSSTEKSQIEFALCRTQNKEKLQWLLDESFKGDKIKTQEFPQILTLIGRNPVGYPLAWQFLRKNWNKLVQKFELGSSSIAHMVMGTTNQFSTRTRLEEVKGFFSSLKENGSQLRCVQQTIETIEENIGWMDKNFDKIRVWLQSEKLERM
Active calls of the source: *; . = not tested or not shown; & = joins results of further samples.

SMILES	F508del corr	esBAF inh	Xi reactivation	RAD54 inh	ARNT-TACC3 inh	RAD52 inh	INS-1E GSIS act	ERAP1 inh
Cc1noc(C)c1S(=O)(=O)Nc1ccc2c(c1)C(=O)N([C@H](C)CO)C[C@H](C)[C@@H](CN(C)C(=O)Nc1ccc(F)cc1)OCCCC[C@H](C)O2	0.2	3	0.0	4	-3	2	-10	3
CN(C)c1ccc(C(=O)Nc2ccc(O)c3c(=O)cc(-c4ccccc4Cl)oc23)cc1	-3.8	1	0.0	-1	-2	-16	11	4
OCCC1CN(Cc2ccc(-n3cccn3)cc2)CCN1Cc1ccccc1 (stereo not given)	3.1	-8	0.0	6	0	-13	-10	-3
CCOC(=O)Cn1c(=O)c2c(nc3n2CCCN3CCc2ccccc2)n(C)c1=O	-1.5	1	-0.1	2	9	0	11	-1
CC(=O)Nc1ccc(NC(=O)c2ccccc2N(C)S(=O)(=O)c2ccccc2)cc1	-0.5	-2	0.3	0	1	-3	-3	2
C[C@@H]1CN([C@H](C)CO)C(=O)c2cc(/C=C/c3ccccc3)cnc2O[C@@H]1CN(C)S(=O)(=O)c1ccc(F)cc1	0.5	4	-0.1	4	2	7	10	-4
O=C(O)CC(NS(=O)(=O)c1c(F)cc(F)cc1Br)c1ccccc1Cl (stereo not given)	-1.9	0	-0.1	.	-4	-10	-6	-3
CC(=O)NC(=S)NNC(=O)c1ccc(Br)cc1	2.3	.	0.3	.	16	-11	-16	-4
S=C(Nc1ccccc1)Nc1ccc(Br)cn1	-1.4	.	0.0	.	-4	-2	-1	-5
CCN(Cc1ccccc1)S(=O)(=O)c1cc(C(=O)NC2CCCCCC2)ccc1OC	-6.3	.	0.1	.	1	-4	-7	-1
O=C1c2ccccc2C(O)(Cc2ccccc2)N1CCCN1CCOCC1 (stereo not given)	.	8	.	1	-1	-10	11	-1
CCCCNC(=O)CCNS(=O)(=O)c1ccc(C)cc1	.	-8	.	7	-7	.	1	.
Cc1cccc(Nc2c3c(nc4ccccc24)CCC3)c1	-0.1	.	0.1	11	-6	-4	-14	-1
C[C@@H]1CCCCO[C@H](CN(C)Cc2ccncc2)[C@@H](C)CN([C@H](C)CO)C(=O)c2cc(NC(=O)Nc3cccc4ccccc34)ccc2O1	-1.4	1	-0.1	0	0	14	2	-1
CCOC(=O)C/C(C)=N\Nc1nc(-c2ccccc2)cs1	0.3	.	0.0	.	18	-15	26	-2
Cc1ccc(S(=O)(=O)NC(=O)c2ccc(F)cc2)c(C)c1	-1.1	0	0.3	1	-5	-16	-4	0
CCCCCc1ccc2cc(C#N)ccc2n1	2.1	48*	0.0	-3	.	-1	7	0
O=C(NCc1cccs1)c1cc(-c2ccccc2)nn1CC1CC(c2cccnc2)=NO1 (stereo not given)	-0.5	-1	0.1	-4	2	.	0	.
Cc1noc(C)c1C(=O)Nc1cccc2ncccc12	4.8	3	0.0	-2	1	-36	0	-5
C[C@H]1CN([C@@H](C)CO)S(=O)(=O)c2ccc(-c3ccccc3)cc2O[C@@H]1CN(C)Cc1ccccc1C(=O)O	-0.8	0	-0.7	1	9	1	8	0
CCc1c(C)[nH]n(-c2nc(-c3ccccc3)cs2)c1=O	.	.	0.0	.	-3	-10	-16	9
COc1ccc(OC)c(C(=O)COC(=O)CNC(=O)c2ccccc2)c1	-2.0	.	0.2	.	-6	-10	3	0
C[C@H]1CN([C@@H](C)CO)C(=O)Cc2cc(NC(=O)Nc3cccc4ccccc34)ccc2O[C@H]1CN(C)S(=O)(=O)c1cccs1	-0.1	-2	-0.1	7	-3	.	2	.
COc1ccc(NC(=O)c2ccco2)cc1NC(=O)c1ccc(Br)o1	.	6	.	-6	4	.	-6	.
NC(=O)C1CCCN(S(=O)(=O)c2ccccc2)C1 (stereo not given)	-0.5	0	.	-7	1	4	15	3

Continued.
SMILES	F508del corr	esBAF inh	Xi reactivation	RAD54 inh	ARNT-TACC3 inh	RAD52 inh	INS-1E GSIS act	ERAP1 inh
CNC[C@@H]1Oc2ccc(NC(=O)Cc3cn(C)c4ccccc34)cc2C(=O)N([C@H](C)CO)C[C@H]1C	-1.7	1	-0.2&-0.2	7	-10	23	-5&10	-2
CCCSc1nnc(NC(=O)Nc2ccccc2)s1	-5.4	.	0.0	8	-4	4	6	0
OCC1OC(n2cnc3c(/C=C(\O)c4ccccc4)ncnc32)C(O)C1O (stereo not given)	3.2	.	-0.1	.	-5	-81	4	8
O=C(NC1C(=O)NNC1c1ccc(Cl)cc1)c1ccc(F)cc1 (stereo not given)	-1.1	.	0.7	.	.	-9	-4	0
NC1C=CC=C(C(=O)O)C1 (stereo not given)	-3.2	-7	-0.1	9	0	-16	.	-2
CN(C)c1ccc(C=c2c3ccccc3n3c2cc(-c2ccccc2)[n+]3C)cc1	-8.7	.	5.3	.	28	-12	.	12
Cc1ccc(NC(=O)CN(C)CC(=O)Nc2ccccc2Oc2ccccc2)cc1	0.3	.	0.1	.	-7	-9	7	4
O=C(O)c1ccc(-c2cccc(-c3nn4c(=O)cc(N5CCNCC5)nc4s3)c2)cc1	0.8	-5	0.0	-4	.	-11	5	8
CN1CCN(C(=O)C[C@H]2C[C@@H]3c4cc(NC(=O)Nc5ccccc5)ccc4O[C@@H]3[C@H](CO)O2)CC1	-1.6	-25	0.1	1	-4	.	17	.
CCOC(=O)N1CCN(c2cc(=O)n(-c3ccccc3C)c(=O)[nH]2)CC1	2.5	-1	0.3	3	0	4	-3	2
CCCCCCCNC(=O)C1(CC2CC(c3cccc(Br)c3)=NO2)CCN(C(=O)c2cc(OCC)c(OCC)c(OCC)c2)CC1 (stereo not given)	-0.9	9	0.0	8	5	-10	-47	-1
O=C(CCl)N(c1ccccc1)c1ccccc1	-0.9	.	0.0	.	-4	-10	22	0
Cn1ncc2c(Nc3cccc([N+](=O)[O-])c3)ncnc21	-0.5	2	0.0	2	5	0	14	-5
O=c1[nH]cnc2sc3c(c12)CCC3	0.9	-7	-0.1	.	-6	-4	5	.
COc1cc2c(CCNC(C)=O)c[nH]c2cc1Cl	-0.5	8	0.7	-3	0	-9	.	0
O=C(N[C@H]1CC[C@H](CCNS(=O)(=O)c2ccc(F)cc2)O[C@H]1CO)c1ccccn1	-0.7	-11	-0.7	-8	-13	-15	4	0
COc1ccc(NC(=O)COC(=O)C(CC(C)C)N2C(=O)C3CC=CCC3C2=O)cc1Cl (stereo not given)	.	.	-0.1	-5	-5	-3	2	0
O=C(NN1C(=O)C2C(c3ccccc3)C=CC(c3ccccc3)C2C1=O)c1cccc(Br)c1 (stereo not given)	.	.	0.0	.	22	-20	-7	1
CC(C)C#Cc1ccc([C@@H]2[C@@H](CO)N(C(=O)C3CCOCC3)[C@H]2C#N)cc1	-1.4	6	0.2	-12	12	-23	-7	1
Oc1c(I)cc(I)c2cccnc12	3.2	-14	0.0	4	55*	4	3	3
Cc1cccc(CC(C)NC(=O)c2cc(COc3ccc(C)c(C)c3)on2)n1 (stereo not given)	4.7	.	0.0	-1	-2	-20	-59	0
C[C@H](CO)N1C[C@H](C)[C@@H](CN(C)S(=O)(=O)c2cn(C)cn2)Oc2ncc(/C=C/c3ccccc3)cc2C1=O	.	2	-0.6	-9	-4	2	-3	-4
CCn1nc(C)c(C(=O)Nc2cc(Oc3ccc(Cl)cc3)cc([N+](=O)[O-])c2)c1C	.	-4	.	-6	8	.	5	.
CCSc1ccc([C@@H]2[C@@H]3C(=O)N(C)C(=O)[C@@H]3[C@]3(C(=O)OC)CCCCN23)cc1OC	-2.2	3	0.0	-4	-1	-16	0	-1
CCN(C(=S)NC(=O)Cc1ccc(OC)cc1)c1ccccc1	-1.9	2	-0.1	-5	0	-4	2	2

Random excerpt: two compounds from above.
SMILES	F508del corr	esBAF inh	Xi reactivation	RAD54 inh	ARNT-TACC3 inh	RAD52 inh	INS-1E GSIS act	ERAP1 inh
CCn1nc(C)c(C(=O)Nc2cc(Oc3ccc(Cl)cc3)cc([N+](=O)[O-])c2)c1C	.	-4	.	-6	8	.	5	.
O=c1[nH]cnc2sc3c(c12)CCC3	0.9	-7	-0.1	.	-6	-4	5	.

Later entries
SMILES	F508del corr	esBAF inh	Xi reactivation	RAD54 inh	ARNT-TACC3 inh	RAD52 inh	INS-1E GSIS act	ERAP1 inh
Cc1ccc(/C=N/n2c(-c3ccccc3)n[nH]c2=S)cc1	-6.9	-3	0.0	1	21	-3	-7	-1
CC(Oc1ccc(F)cc1F)C(=O)NNC(=S)NCC1CCCO1 (stereo not given)	-1.7	-3	0.5	6	-3	-5	5	4
CCn1cnc2c1c(=O)n(CC(=O)OC(C)C(N)=O)c(=O)n2Cc1ccccc1 (stereo not given)	1.7	.	0.4	9	-3	-4	2	-2
CNc1ccc(-c2ccccc2CO)cn1	-2.6	5	0.0	-9	.	-13	15	-2
O=C(COC(=O)C1(c2ccc(F)cc2)CCCC1)N1CCNC1=O	2.1	-6	0.0	-7	.	-4	5	-2
CNC[C@H]1Oc2c(NS(=O)(=O)c3ccc(F)cc3)cccc2C(=O)N([C@@H](C)CO)C[C@@H]1C	-0.4	-4	0.0	1	.	-19	1	-2
CC1CCN(Cc2c(C(=O)N/N=C/c3ccc(C(C)(C)C)cc3)nnn2-c2nonc2N)CC1	0.1	-13	0.3	-2	-9	-3	-1	-3
O=C(N1CCc2cc(S(=O)(=O)NC[C@H]3O[C@@H](n4ccc(=O)[nH]c4=O)[C@H](O)[C@@H]3O)ccc2C1)C(F)(F)F	-4.5	-4	0.4	-14	-6	-18	39	-2
C[C@H](CO)N1C[C@H](C)[C@H](CN(C)C(=O)Cc2ccccc2)OCc2cn(nn2)CCCC1=O	-3.0	3	-0.4	.	.	.	5	.
COc1ccc(OC)c(NC(=O)CCn2c(=S)[nH]c3ccccc3c2=O)c1	1.3	-1	0.2	4	-3	-6	10	-1
Cc1ccccc1OCc1ccc(C(=O)N2CCOCC2)o1	0.6	-2	0.0	-9	-2	-8	-8	1
CN(C)c1ccc(Nc2ncnc3ccc(Br)cc23)cc1	-0.7	-10	0.1	-3	28	-19	-9	-2
CCCC#Cc1ccc2c(c1)O[C@H](CN(C)C(=O)CN(C)C)[C@@H](C)CN([C@@H](C)CO)S2(=O)=O	-4.3	2	0.5	-3	2	32	-2	0
Cc1cc(C)c2c(n1)SCC(=O)N2CC(=O)Nc1cc(F)ccc1F	-1.4	4	0.4	-3	-1	-7	.	1
O=[N+]([O-])c1cccc(N/N=C/c2cc([N+](=O)[O-])ccc2O)c1	-1.2	.	0.0	.	.	-2	-4	4
CN(C1CCS(=O)(=O)C1)S(=O)(=O)c1ccc(N2CCCC2=O)cc1 (stereo not given)	2.3	-4	.	1	-10	-3	15	-4
Cc1ccc2nc(Cl)c(/C=N/NC(=O)CN3CCOCC3)cc2c1	1.5	5	0.0	18	-2	-14	12	-1
CC(OC(=O)c1ccc(NC(=O)CC#N)cc1)C(=O)Nc1ccc2c(c1)OCCO2 (stereo not given)	2.0	.	0.4	.	-2	-39	1	-1
COCCn1c(=NC(=O)CSC(C)=O)sc2cc(OC)ccc21	1.9	-23	0.1	0	-5	0	.	0
O=C(NC1CCCCCCC1)c1ccco1	.	12	.	7	26	.	11	.
COc1ccc(N2CCN(C(=O)c3ccc(S(=O)(=O)NCc4ccco4)cc3)CC2)cc1	3.4	6	0.0	-2	14	-1	-1	3
Cc1csc(NC(=O)CCc2c(C)nc3cc(-c4cccc(F)c4)nn3c2C)n1	-0.4	-21	0.0	-7	2	-9	.	1
OCC1CCCCN1CCNCc1cn[nH]c1-c1cccc2ccccc12 (stereo not given)	-0.9	1	0.0	-3	14	42	10	0
